# Screening results as filed in PubChem BioAssay.
# EPAC1 ag = EPAC1 (human) agonism | O95398 | EPAC1 agonist qHTS, biochemical assay; response scale: 100% = response to 6.5 mM cAMP | Potency, µM (titrated, usually from 154 µM), for the others: at the highest dose activation, most hits filed as activators | 360,000 tested, 0.073% active | AID 720707; further: potency means the concentration at half of the fitted maximal effect; nearly all actives have a fitted effect of over 60% in size
#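 Read-out is the fluorescence drop as BODIPY-GDP leaves Rap1B (480 nm excitation, 540 nm emission), recorded every 5 minutes over 30 minutes. Reactions held 100 nM EPAC1, 250 nM Rap1B–BODIPY-GDP and 50 uM GDP, with 6.5 mM cAMP setting full activation.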
# PLK1 PBD inh = inhibitors of human PLK1 polo-box domain binding | Plk1 PBD binding of FITC phosphopeptide, fluorescence polarization | AID 720504 | 360,000 tested, 2.8% active | P53350 | Potency, µM, for inactives: max response, negative = inhibition, most hits filed as inhibitors; further: potency means the concentration at half of the fitted maximal effect; series mostly up to about 57 µM; on the % scale 0 is the no-effect control and ±100 the full control effect; nearly all actives have a fitted effect of over 65% in size
# Target sequence (P53350 whole entry, looked up, the tested form may be a part): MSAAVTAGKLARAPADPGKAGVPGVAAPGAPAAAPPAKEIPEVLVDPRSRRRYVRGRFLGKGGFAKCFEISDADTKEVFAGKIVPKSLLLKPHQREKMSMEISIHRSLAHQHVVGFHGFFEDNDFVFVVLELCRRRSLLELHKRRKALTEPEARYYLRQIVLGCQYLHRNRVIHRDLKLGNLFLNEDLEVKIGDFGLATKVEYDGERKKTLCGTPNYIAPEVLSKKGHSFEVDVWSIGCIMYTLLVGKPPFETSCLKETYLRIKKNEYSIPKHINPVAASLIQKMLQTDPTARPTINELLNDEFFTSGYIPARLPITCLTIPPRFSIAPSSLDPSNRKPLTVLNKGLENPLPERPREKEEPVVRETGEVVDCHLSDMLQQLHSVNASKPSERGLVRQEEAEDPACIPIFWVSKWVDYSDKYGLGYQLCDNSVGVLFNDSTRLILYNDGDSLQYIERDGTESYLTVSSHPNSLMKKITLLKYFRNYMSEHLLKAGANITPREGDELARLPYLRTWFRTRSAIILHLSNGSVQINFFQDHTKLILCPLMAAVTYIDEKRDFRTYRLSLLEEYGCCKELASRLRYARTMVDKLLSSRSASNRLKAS
# Abeta yeast res = A-beta toxicity reversal in yeast. 410,000 tested, 0.063% active. Potency, µM (top dose mostly 46.1 µM), for inactives: top-dose growth rescue, hits mostly activators. yeast expressing A-beta42, growth rescue, OD600, 48 h; response scale: 0% DMSO, 100% iron-clioquinol control. AID 1347071; further: potency means the concentration at half of the fitted maximal effect; nearly all actives have a fitted effect of over 55% in size
#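 Growth rescue measured by 600 nm absorbance after 48 h yeast culture at 30 C with compound. Values normalized between DMSO and an equimolar ferric chloride plus clioquinol control.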
# WRN helicase inh = inhibitors of human WRN helicase. 360,000 tested, 0.46% active. Q14191. AID 651768. Potency, µM (doses to about 114 µM), without a hit: top-dose activity change, negative = inhibition, usual class: inhibitors. WRN helicase unwinding, fluorescent forked duplex, kinetic; further: potency means the concentration at half of the fitted maximal effect; on the % scale 0 is the no-effect control and ±100 the full control effect; nearly all actives have a fitted effect of over 55% in size
#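 WRN at 20 nM final was preincubated with compound for 15 min at room temperature; reaction started with 100 nM forked duplex oligonucleotide carrying fluorophore and quencher plus 2 mM ATP (final). Unwinding followed kinetically by red fluorescence (ex 525/em 598 nm).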
# aSyn yeast inh = rescues yeast growth from alpha-synuclein toxicity. Yeast expressing alpha-synuclein, growth rescue, BacTiter-Glo, 24 h. Potency, µM (highest dose often 46.1 µM), inactives show at the top dose growth rescue (activation), actives largely listed as activators. 370,000 tested, 0.14% active; further: potency means the concentration at half of the fitted maximal effect; % of control where 0% means no effect; nearly all actives have a fitted effect of over 65% in size
#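 Screening used galactose-induced yeast with toxic alpha-synuclein levels, exposed to compound for 24 hr at 30 deg C. Cell growth, read with BacTiter-Glo luminescence, gave the measured signal.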
# FUS suppressor = suppressors of FUS proteinopathy in yeast | 390,000 tested, 0.24% active | AID 1347120 | Potency, µM (series often up to 76.6 µM), for the others: top-dose growth rescue (activation), most hits filed as activators | S. cerevisiae FUS-expressing, growth rescue, OD600, 24 h;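 further: potency means the concentration at half of the fitted maximal effect; plate controls were DMSO vehicle for no effect and reference control for full effect; nearly all actives have a fitted effect of over 55% in size; some results filed as inactive show a strong effect at the top dose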
#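 Cultures pregrown in 2.5% raffinose medium are shifted to minimal medium containing 2% galactose to express toxic FUS. Compounds are tested at several concentrations. After 24hr at 30C, growth is quantified at 600 nm absorbance.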
# EPAC1 antagonist = EPAC1 (human) antagonism; 360,000 tested, 0.14% active; Potency, µM (highest dose often 115 µM), inactives show at the highest dose activity change, negative = inhibition, most hits filed as inhibitors; EPAC1 GEF assay, Rap1b-BODIPY-GDP exchange fluorescence; O95398; AID 720709;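 further: potency means the concentration at half of the fitted maximal effect; plate controls were vehicle for no effect and positive control for full effect; nearly all actives have a fitted effect of over 50% in size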
# PI5P4Ka inh = PI5P4K alpha (human) kinase inhibition; PI5P4Kalpha enzyme, ADP-Glo luminescence, 60 min; hits give low values; max response, %; 330,000 tested, 1.2% active; active means max response of -50% or lower; inconclusive means between -30% and -50%; inactive means -30% or higher; further: value at the top dose of about 77 µM; on the % scale 0 is the no-effect control and ±100 the full control effect
# Target sequence (P48426 whole entry, looked up): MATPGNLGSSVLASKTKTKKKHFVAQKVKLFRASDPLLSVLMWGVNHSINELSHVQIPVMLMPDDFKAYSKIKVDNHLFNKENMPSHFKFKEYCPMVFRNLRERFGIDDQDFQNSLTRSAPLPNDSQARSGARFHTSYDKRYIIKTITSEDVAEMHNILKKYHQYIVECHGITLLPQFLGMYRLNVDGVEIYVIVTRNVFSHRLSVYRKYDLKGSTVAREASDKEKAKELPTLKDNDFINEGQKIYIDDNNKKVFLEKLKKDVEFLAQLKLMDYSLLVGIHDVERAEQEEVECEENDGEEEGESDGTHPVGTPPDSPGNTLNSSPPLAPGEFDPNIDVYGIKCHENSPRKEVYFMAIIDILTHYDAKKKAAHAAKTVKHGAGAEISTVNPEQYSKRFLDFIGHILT
#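 Quantitative HTS of the MLSMR library against PI5P4Kalpha with substrate. ATP added last at 5 microM final; room temperature, 60 minutes. Remaining ATP depleted, ADP converted and read as luminescence.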
# IL-2 act = IL-2 activation. IL-2 activation reporter assay, cell-based qHTS; stimulated with anti-CD3/CD4/CD28 beads; in transgenic mouse T cells. activation, % (series mostly up to about 46 µM). 360,000 tested, 0.065% active. AID 652025; in the data active means activation above about 50%; inconclusive means mostly about 30% to 49%; further: 0% is about no effect
#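 First, unstimulated transgenic mouse T cells were exposed to compound for 60 min. Next, anti-CD3/anti-CD4-coated beads with anti-CD28 were added. Finally, after 18 h at 37 degrees C, EGFP and DsRed were imaged.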
# Numbers without * were called inactive; ? = inconclusive; / = not tested or not shown; & = joins results of further samples; [ ] = another dose, or the depositor's remark. Unless noted, the call rests on the fitted dose curve; in most records, active means well fitted curve in the direction sought with a large enough effect; inconclusive means small, poorly fitted or top-dose-only effect, or another doubt; inactive means no such curve, though single readings can be large; an effect the other way counts as inactive or inconclusive.
(1) C/C(=N\NC(=O)c1ccc(F)cc1)c1cccc(NC(=O)c2cccc(F)c2)c1
(2) CCCNC(=O)N1CCC(Cc2ccccc2)CC1
(3) CCC1=C(OC(=O)N(CC)CC)N2C(=O)OC(=NCc3ccccc3)[C@]2(C)[C@H]2C1=CC[C@H]1C(=O)N(CC)C(=O)[C@H]12
(4) O=S(=O)(c1ccccc1C(F)(F)F)N1CCN(c2ncnc3sccc23)CC1
(5) COCCCN1C(=O)C(CC(=O)NCc2cccc3ccccc23)CC(C(=O)N(C)C)=C1C (stereo not given)
(6) CCCn1cnc2c(SCc3ccccn3)nc(N)nc21
(7) O=C(NCC(c1ccc(F)cc1)N1CCOCC1)c1ccc(C(=O)c2ccccc2)cc1 (stereo not given)
(8) CCCNC(=O)c1ccccc1NC(=O)c1ccccc1SC

Assay by compound,1,2,3,4,5,6,7,8
EPAC1 ag,0%,8%,-11%,3%,-5%,4%,2%,-1%
PLK1 PBD inh,3%,-1%,2%,1%,-16%,-8%,-9%,-12%
Abeta yeast res,10%,6%,3%,-35%[inhibitor],-3%,-4%,-3%,2%
WRN helicase inh,5%,2%,-4%,-21%,0%,-8%,-9%,0%
aSyn yeast inh,7%,0%,3%,20%,-1%,-5%,14%,-9%
FUS suppressor,6%,-2%,27%,27%,-9%,0%,12%,-12%
EPAC1 antagonist,1%,-18%,-7%,-20%,-24%,2%,-28%,-23%
PI5P4Ka inh,-2,2,5,-11,7,-2,0,-1
IL-2 act,-1.4,1.7,0.0,-0.4,2.4,-0.6,-0.9,-4.1

(9) Cc1ccc(C)c(S(=O)(=O)N2CCN(C(=O)c3cc(-c4cccs4)nn3-c3ccccc3)CC2)c1
(10) O=C(Nc1ccc(Cl)cc1C(F)(F)F)c1ccc(Cl)cc1
(11) CSc1ccc(CN(C)C(=O)c2cccc(S(=O)(=O)NCc3ccccc3)c2)cc1
(12) CSCC[C@@H](CO)NC(=O)c1ccc2nc(C3CCCCC3)oc2c1
(13) CC1(C(=O)NS(=O)(=O)c2ccccc2OC(F)(F)F)CCN1C(=O)Cc1ccccc1 (stereo not given)
(14) CCN(CC(=O)Nc1ccc2c(c1)OCCO2)C(=O)C(C)Oc1ccc(F)cc1 (stereo not given)
(15) CCOC(=O)N1CCN(C(=O)C[C@@H]2C[C@@]3(C(=O)OCC)CCCC=C3N(Cc3ccccc3)C2=O)CC1
(16) COCCSc1nnc(NC(=O)CCS(=O)(=O)c2ccccc2)s1

Assay by compound,9,10,11,12,13,14,15,16
EPAC1 ag,3%,-7%,0%,-1%,-6%,11%,-9%,-1%
PLK1 PBD inh,-16%,-7%,2%,0%,-4%,4%,-4%,0%
Abeta yeast res,-2%,14%,15%,6%,-13%,3%,-6%,6%
WRN helicase inh,10%,6%,-2%,4%,1%,1%,2%,-4%
aSyn yeast inh,10%,0%,6%,6%,-6%,2%,2%,0%
FUS suppressor,3%,-15%,21%,-10%,1%,1%,31%,-4%
EPAC1 antagonist,10%,-4%,-5%,-1%,7%,-2%,1%,-1%
PI5P4Ka inh,-6,-6,1,-1,0,0,3,-1
IL-2 act,1.3,-1.7,-2.8,-0.3,0.5,-2.7,1.0,-3.2

(17) COc1ccc(NC(=S)Nc2ccccn2)cc1
(18) Cc1ccc(C(=O)NCC(c2ccco2)N2CCc3ccccc3C2)cc1 (stereo not given)
(19) Nc1nc(NC(=O)/C=C/c2ccc(F)cc2)nn1-c1ccccc1
(20) COc1ccc(S(=O)(=O)N2CCC(C(=O)NCCC(=O)NCCc3cccc(F)c3)CC2)cc1
(21) Nc1cc(=O)n(Cc2ccccc2)c(=O)n1-c1ccc(F)cc1
(22) Cn1c(C(=O)O)c(CC(=O)NCc2cccnc2)c2ccccc21
(23) COc1ccc(/C=N/Nc2nc3ccccc3[nH]2)c(OC)c1OC
(24) CN1CCN(Cc2c(O)ccc3c2oc(=O)c2ccccc23)CC1

Assay by compound,17,18,19,20,21,22,23,24
EPAC1 ag,4%,10%,-7%,2%,-1%,5%,4%,-2%
PLK1 PBD inh,-9%,-6%,1%,4%,-15%,5%,-2%,-10%
Abeta yeast res,-7%,-11%,-14%,4%,-7%,-3%,-5%,-5%
WRN helicase inh,-6%,12%,1%,10%,?,-2%,-5%,14%
aSyn yeast inh,1%,1%,-5%,0%,-6%,-8%,-1%,1%
FUS suppressor,-1%,8%,14%,-3%,45%,15%,28%,4%
EPAC1 antagonist,?,-3%,-8%,10%,-4%,11%,4%,-4%
PI5P4Ka inh,-2,3,-9,-5,-4,-2,0,8
IL-2 act,0.0,-4.9,-3.6,-1.1,-3.2,-2.1,-1.7,-0.3

(25) COc1ccc(NC(=O)C2CCCN(S(=O)(=O)c3ccc4[nH]c(=O)ccc4c3)C2)cc1OC (stereo not given)
(26) Cc1ccc(C(=O)N2[C@@H]3CN(C)C(=O)[C@@]2(Cc2ccccc2)[C@H]2C(=O)N(C)C(=O)[C@@H]32)cc1
(27) C=CCn1c(Cc2ccccc2)nc2c(cnn2-c2ccccc2)c1=O
(28) O=C(NCc1cccnc1)C1CC(c2cccc(Br)c2)=NO1 (stereo not given)
(29) CCc1cc(=O)oc2cc(C)c3c(C)coc3c12
(30) COc1ccc(S(=O)(=O)NC2CC(C)(C)NC(C)(C)C2)cc1
(31) Cc1cnc(C(=O)OCC(=O)Nc2ccc(Oc3ccccc3)cc2)cn1
(32) Cc1nc2ccccc2[nH]c1=O

Assay by compound,25,26,27,28,29,30,31,32
EPAC1 ag,0%,-7%,10%,17%,-3%,-2%,0%,-8%
PLK1 PBD inh,-10%,1%,6%,-12%,-1%,3%,-4%,8%
Abeta yeast res,9%&7%,3%,-3%,-11%,-4%,/,11%,-7%
WRN helicase inh,2%,-5%,-3%,2%,14%,-6%,-4%,-2%
aSyn yeast inh,-2%,20%,10%,1%,3%,4%,8%,-3%
FUS suppressor,0%&-18%,3%,14%,-16%,2%,-4%,41%,-9%
EPAC1 antagonist,-3%,2%,-1%,-3%,16%,7%,-17%,12%
PI5P4Ka inh,-3,-5,11,-2,0,-7,8,3
IL-2 act,-1.0,-0.3,-5.1,0.5,1.4,0.2,0.4,-0.3

# An excerpt from above in order of SMILES length, low to high.
(17) COc1ccc(NC(=S)Nc2ccccn2)cc1
(6) CCCn1cnc2c(SCc3ccccn3)nc(N)nc21
(22) Cn1c(C(=O)O)c(CC(=O)NCc2cccnc2)c2ccccc21
(19) Nc1nc(NC(=O)/C=C/c2ccc(F)cc2)nn1-c1ccccc1
(31) Cc1cnc(C(=O)OCC(=O)Nc2ccc(Oc3ccccc3)cc2)cn1
(20) COc1ccc(S(=O)(=O)N2CCC(C(=O)NCCC(=O)NCCc3cccc(F)c3)CC2)cc1
(25) COc1ccc(NC(=O)C2CCCN(S(=O)(=O)c3ccc4[nH]c(=O)ccc4c3)C2)cc1OC (stereo not given)
(26) Cc1ccc(C(=O)N2[C@@H]3CN(C)C(=O)[C@@]2(Cc2ccccc2)[C@H]2C(=O)N(C)C(=O)[C@@H]32)cc1

Assay by compound,17,6,22,19,31,20,25,26
EPAC1 ag,4%,4%,5%,-7%,0%,2%,0%,-7%
PLK1 PBD inh,-9%,-8%,5%,1%,-4%,4%,-10%,1%
Abeta yeast res,-7%,-4%,-3%,-14%,11%,4%,9%&7%,3%
WRN helicase inh,-6%,-8%,-2%,1%,-4%,10%,2%,-5%
aSyn yeast inh,1%,-5%,-8%,-5%,8%,0%,-2%,20%
FUS suppressor,-1%,0%,15%,14%,41%,-3%,0%&-18%,3%
EPAC1 antagonist,?,2%,11%,-8%,-17%,10%,-3%,2%
PI5P4Ka inh,-2,-2,-2,-9,8,-5,-3,-5
IL-2 act,0.0,-0.6,-2.1,-3.6,0.4,-1.1,-1.0,-0.3

# (further entries)
(33) COc1ccc(C(=O)NC2CC2)cc1OC1CCN(Cc2ccc(NC(C)=O)cc2)CC1
(34) O=C(Nc1nc(-c2cccnc2)cs1)c1cccc([N+](=O)[O-])c1
(35) O=C(CCN1C(=O)CC1c1ccco1)N1CCOCC1 (stereo not given)
(36) COC(=O)c1ccc(NC(=O)Cc2ccc(C)cc2)cc1
(37) O=C(O)C1CCC(N2C(=O)C3CCCCC3C2=O)CC1 (stereo not given)
(38) C/C(=N\Nc1cccc(C(=O)O)c1)c1ccc2c(c1)Nc1ccccc1S2
(39) Cc1ccccc1S(=O)(=O)Cc1ccc(C(=O)N2CCN(c3ccccc3F)CC2)o1
(40) O=C(N/N=C/c1ccco1)c1cccc([N+](=O)[O-])c1
(41) CCN(c1ccccc1)S(=O)(=O)c1ccc(Cl)nc1
(42) Cc1ccnc(NS(=O)(=O)c2ccc(-n3cccn3)cc2)c1
(43) Cc1ccc(-c2nnc(SCC(=O)N3CCN(c4ccccc4)CC3)o2)cc1

Assay by compound,33,34,35,36,37,38,39,40,41,42,43
EPAC1 ag,-8%,8%,-10%,-18%,6%,3%,0%,-1%,10%,-11%,4%
PLK1 PBD inh,1%,-10%,-8%,-7%,-11%,27µM*,-14%,-9%,-4%,9%,0%
Abeta yeast res,-3%,-5%,-7%,13%,17%,-5%,-6%,5%,-15%,/,8%
WRN helicase inh,4%[57.1 µM],-8%,-6%,5%,3%,-32%,-2%,-13%,-1%,5%,4%
aSyn yeast inh,2%,-4%,15%,-1%,/,0%,6%,5%,-2%,8%,-1%
FUS suppressor,-4%,-14%,-5%,2%,2%,44%,14%,-18%,8%,-14%,14%
EPAC1 antagonist,8%,-25%,-8%,-18%,-7%,-13%,-29%,-11%,-8%,-25%,-18%
PI5P4Ka inh,2,1,-4,-1,1,-20,3,1,2,-4,0
IL-2 act,-0.6,-0.4,1.0,-1.5,-0.2,1.2,-2.6,-2.6,-2.1,0.1,-0.6

# Not a hit list; about 4.1% have a hit in one of these screens.
